# Screens as filed in PubChem BioAssay.
# M1 ag – human M1 muscarinic receptor agonists, primary screen, Fluo-8 calcium fluorescence, CHO-K1 cells, HTS. Muscarinic acetylcholine receptor M1 (Homo sapiens), P11229. CHO-K1 hM1, agonist mode; 0% DMSO, 100% acetylcholine EC100. activation, % at 3 µM. hit rate 0.33% among 360,000;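 active = activation above the run's mean compound activation plus 3 SD, cut at about 16% in these data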;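 note: peak over basal fluorescence ratio within a 140 s kinetic read after compound addition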
# Target sequence (P11229 whole entry, looked up): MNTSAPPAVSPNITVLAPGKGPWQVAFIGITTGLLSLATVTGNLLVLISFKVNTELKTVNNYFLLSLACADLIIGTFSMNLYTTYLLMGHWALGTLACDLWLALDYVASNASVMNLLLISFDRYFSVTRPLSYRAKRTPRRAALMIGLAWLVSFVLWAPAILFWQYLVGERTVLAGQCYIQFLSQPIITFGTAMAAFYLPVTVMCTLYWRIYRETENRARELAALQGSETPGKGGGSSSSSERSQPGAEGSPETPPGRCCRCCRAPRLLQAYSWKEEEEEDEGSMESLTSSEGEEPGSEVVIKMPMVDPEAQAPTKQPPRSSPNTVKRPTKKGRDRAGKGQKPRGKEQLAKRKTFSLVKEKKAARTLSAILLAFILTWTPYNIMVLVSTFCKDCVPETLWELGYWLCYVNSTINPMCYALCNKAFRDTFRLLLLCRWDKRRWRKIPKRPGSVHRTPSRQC
# M1 antag – human M1 muscarinic receptor antagonists, primary screen, CHO-K1 cells, Fluo-8 calcium fluorescence, 1536-well. hit rate 1.3% among 360,000. CHO-K1 hM1, ACh EC80 antagonist. inhibition, % at 3 µM;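 active = percent inhibition above its own plate's cutoff, namely the mean of that plate's compound wells plus 3 SD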;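 note: peak over basal fluorescence ratio during 140 s after agonist addition; 0% = ACh EC80 plus DMSO and 100% = DMSO alone without agonist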
# CHO-K1 Ca antag – counter-screen for M1 antagonists: effect in parental CHO-K1 cells | hit rate 0.6% among 360,000 | ATP-induced calcium, Fluo-8 fluorescence | inhibition, % at 3 µM;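 active = inhibition above a per-plate cutoff, the plate's mean sample inhibition plus 3 SD, cut at about 24% in these data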;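 note: 0% = DMSO plus EC80 ATP and 100% = DMSO alone without ATP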
# M1 PAM – human M1 muscarinic receptor positive allosteric modulators, primary screen, CHO-K1 cells, Fluo-8 calcium fluorescence, 1536-well | hit rate 0.088% among 360,000 | AID 588819, 2011 | CHO-K1 hM1, ACh EC20; 0% = ACh EC20, 100% = maximal ACh | Muscarinic acetylcholine receptor M1 (Homo sapiens), P11229 | activation, % at 3 µM; in the data active = activation above about 19%, passing the limit was not always enough
# TAAR1 antag – human TAAR1 antagonists, primary screen, Fluo-8 calcium fluorescence, CHO RD-HGA16 cells. antagonist. hit rate 1.5% among 360,000. inhibition, % at 3 µM;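 active = inhibition above a per-plate cutoff, the mean inhibition of test compounds on that plate plus 3 SD, cut at about 49% in these data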;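 note: 0% = DMSO plus EC80 beta-PEA response and 100% = DMSO alone without agonist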
# Target sequence (Q96RJ0 whole entry, looked up): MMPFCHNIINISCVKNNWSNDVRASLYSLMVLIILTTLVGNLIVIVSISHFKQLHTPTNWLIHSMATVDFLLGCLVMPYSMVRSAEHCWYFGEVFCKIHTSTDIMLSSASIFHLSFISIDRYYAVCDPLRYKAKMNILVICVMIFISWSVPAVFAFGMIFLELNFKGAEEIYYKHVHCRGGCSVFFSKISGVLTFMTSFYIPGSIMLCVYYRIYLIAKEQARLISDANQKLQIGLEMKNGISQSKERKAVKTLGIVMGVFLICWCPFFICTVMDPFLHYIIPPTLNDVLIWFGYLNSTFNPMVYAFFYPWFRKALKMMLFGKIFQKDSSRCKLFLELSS
#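 Material: RD-HGA16 CHO cells with stable hTAAR1 and Gα16; Dosing: single nominal final test compound concentration of 3 µM; Schedule: seeding 17-24 h prior, 75-min 37 °C, 30-min RT dye loading; Detection: kinetic Fluo-8 calcium fluorescence measurement; Measure: % inhibition from peak post-agonist over basal fluorescence ratio; Benchmarks: vehicle and agonist controls.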
# M1 PAM parental – nonselective calcium activators in parental CHO-K1 cells, primary screen, counter-screen for M1 PAM project, cell-based, Fluo-8 calcium fluorescence, full deck, 1536-well; ATP EC20; 0% at ATP EC20, 100% at ATP max; activation, % at 3 µM; hit rate 0.02% among 360,000; AID 602247, 2012;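 active = activation above the run cutoff, the mean activation of all test compounds plus 3 SD, cut at about 40% in these data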;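 note: peak over basal fluorescence ratio in a 140 s read after ATP addition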
# M1 ag parental – counter-screen for M1 agonists: effect in parental CHO-K1 cells. Fluo-8 calcium fluorescence; scaled to maximal ATP response, vehicle zero. AID 602248, 2012. activation, % at 3 µM. hit rate 0.48% among 360,000; in the data active = activation above about 15%;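 note: untransfected CHO-K1 host cells lacking M1 receptor as counterscreen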
# CHO parental Ca – ATP-evoked calcium signal inhibitors, parental CHO, primary screen, counter-screen for OX1R antagonist project, cell-based, fluorescence, Fluo-8 calcium dye; parental CHO-K1, ATP-induced calcium, Fluo-8 fluorescence; inhibition, % at 5.6 µM; hit rate 0.63% among 330,000; AID 463079, 2010;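 active = inhibition above that plate's mean sample inhibition plus 3 SD, cut at about 26% in these data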;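 note: 0% = ATP-challenged DMSO wells and 100% = DMSO wells without ATP; some compounds past the cut are filed as inactive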
#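 Test system: untransfected parental CHO cell line. Compound: one dose, 5.6 µM nominal. Detection: intracellular calcium via Fluo-8 no-wash fluorescent dye. Measure: % inhibition. Benchmarks: ATP-challenged DMSO wells low, unchallenged DMSO wells high.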
# TAAR1 ag – human TAAR1 agonists, primary screen, Fluo-8 calcium fluorescence, CHO RD-HGA16 cells. activation, % at 3 µM. AID 624467, 2012. vehicle wells 0%, saturating PEA agonist 100%. Trace amine-associated receptor 1 (Homo sapiens), Q96RJ0. hit rate 0.99% among 360,000;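 active = activation above the mean activation of all test compounds in the run plus 3 SD, cut at about 38% in these data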
#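 Assay system – CHO-derived RD-HGA16 cells with stable Gα16 and human TAAR1 · Compound dosing – one-point dosing at 3 µM (nominal) · Incubation – 17-24 h seeding, 75 min 37 °C dye, 30 min RT · Measured by – kinetic Fluo-8 calcium fluorescence · Control set – DMSO vehicle as 0%, PEA at EC100 as 100% · Repeats – single well for each compound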
# Active calls of the source: *; · = not tested or not shown.
# The first 7 entries (preview)
# Sequence of screens – M1 ag | M1 antag | CHO-K1 Ca antag | M1 PAM | TAAR1 antag | M1 PAM parental | M1 ag parental | CHO parental Ca | TAAR1 ag
O=C1COc2ccc(C(=O)COC(=O)C3CC(O)CN3S(=O)(=O)c3ccc(Cl)cc3)cc2N1 (stereo unspecified)
 : -4 | -8 | -6 | 8 | 20 | -2 | 0.6 | 6 | 2
O=C(CSc1nnc2scc(-c3ccccc3)n12)NCc1ccco1
 : -4 | -5 | -21 | -2 | 5 | 28 | 0.4 | 13 | -1
Cn1nc(-c2ccccc2)c(-c2nc(-c3ccc(Cl)cc3)no2)c1Cl
 : -1 | -31 | -3 | 5 | -11 | 9 | 0.4 | -1 | 0
CCCS(=O)(=O)N1CCN=C1SCc1ccc(F)cc1
 : -6 | 5 | 4 | -6 | -10 | -13 | -0.2 | -5 | 1
O=C(Nc1cccnc1)c1ccc(Cl)cc1[N+](=O)[O-]
 : -1 | -7 | -14 | 19 | 1 | 10 | -0.4 | -4 | 6
Cc1ccc(OCCCCN2CCCCC2)c(C)c1
 : -10 | -16 | -14 | 5 | -21 | 23 | 0.5 | 3 | 4
O=C(NC1CCCCC1)c1cc(S(=O)(=O)N2CCOCC2)ccc1Cl
 : 8 | -18 | -13 | 14 | -17 | 0 | 0.4 | -17 | 1

# Results, repeating the preview:
# Sequence of screens – M1 ag | M1 antag | CHO-K1 Ca antag | M1 PAM | TAAR1 antag | M1 PAM parental | M1 ag parental | CHO parental Ca | TAAR1 ag
O=C1COc2ccc(C(=O)COC(=O)C3CC(O)CN3S(=O)(=O)c3ccc(Cl)cc3)cc2N1 (stereo unspecified)
 : -4 | -8 | -6 | 8 | 20 | -2 | 0.6 | 6 | 2
O=C(CSc1nnc2scc(-c3ccccc3)n12)NCc1ccco1
 : -4 | -5 | -21 | -2 | 5 | 28 | 0.4 | 13 | -1
Cn1nc(-c2ccccc2)c(-c2nc(-c3ccc(Cl)cc3)no2)c1Cl
 : -1 | -31 | -3 | 5 | -11 | 9 | 0.4 | -1 | 0
CCCS(=O)(=O)N1CCN=C1SCc1ccc(F)cc1
 : -6 | 5 | 4 | -6 | -10 | -13 | -0.2 | -5 | 1
O=C(Nc1cccnc1)c1ccc(Cl)cc1[N+](=O)[O-]
 : -1 | -7 | -14 | 19 | 1 | 10 | -0.4 | -4 | 6
Cc1ccc(OCCCCN2CCCCC2)c(C)c1
 : -10 | -16 | -14 | 5 | -21 | 23 | 0.5 | 3 | 4
O=C(NC1CCCCC1)c1cc(S(=O)(=O)N2CCOCC2)ccc1Cl
 : 8 | -18 | -13 | 14 | -17 | 0 | 0.4 | -17 | 1
COC(=O)c1ccccc1NC(=O)/C=C/c1ccco1
 : -3 | -2 | 16 | -5 | 2 | -9 | -0.1 | -19 | 10
CC(=O)C1=C(Nc2ccccc2)CC(C)(O)C(C(C)=O)C1c1ccccc1 (stereo unspecified)
 : -5 | -10 | -12 | 6 | -15 | 11 | 0.6 | -16 | 0
COc1cnc(-c2ccccc2)nc1Oc1ccc(Cl)cc1C
 : -1 | 7 | 0 | 2 | -2 | -11 | -0.4 | -23 | 4
COc1cc(C(=O)NCC(=O)NC(C)c2ccc(-n3ccnc3)cc2)cc(OC)c1OC (stereo unspecified)
 : -3 | -10 | -9 | 6 | -38 | 10 | 1.2 | 11 | 3
COc1ccc(N=C2SC(C(=O)Nc3ccc(F)cc3)CC(=O)N2C)cc1 (stereo unspecified)
 : -5 | -9 | -13 | 1 | 12 | 8 | 3.8 | -12 | 4
CC(C)(C)C(=O)NC(=S)N1CCCC1
 : -5 | -5 | -8 | 10 | 4 | 19 | 4.8 | 2 | 0
CC1=NN(C(=O)c2csc(C)c2)C(O)(C(F)(F)F)C1 (stereo unspecified)
 : -2 | -20 | 2 | -5 | -1 | 0 | 0.1 | 1 | 8
O=C(CSc1ncn[nH]1)c1cccc([N+](=O)[O-])c1
 : -2 | 5 | -5 | 9 | -13 | 15 | 0.8 | -10 | 1
Cc1cccc(N2CCN(C(=O)CCCOc3ccccc3)CC2)c1C
 : -4 | -2 | -13 | -2 | 10 | 4 | 0.6 | -35 | 2
CC(=O)Nc1ccc(N2C(=O)CC(Sc3nc(C)cc(C)n3)C2=O)cc1 (stereo unspecified)
 : -1 | -3 | 2 | 8 | 2 | 17 | -0.2 | 2 | -1
Cc1cn(CC(=O)NCc2ccc3c(c2)OCO3)c(=O)[nH]c1=O
 : -3 | -3 | 0 | 1 | -14 | 8 | 0.5 | · | 0
Cc1ccc(OC(C)C(=O)Nc2ccc3c(c2)n(C)c(=O)n3C)cc1C (stereo unspecified)
 : 0 | -12 | -11 | 11 | -19 | 9 | 0.3 | -11 | 0
COc1ccc(NC(=S)N2CCN(C(c3ccccc3)c3ccccc3)CC2)c(OC)c1
 : -14 | 46* | -8 | -33 | -4 | 22 | 0.6 | -30 | 1
N#Cc1ccccc1NC(=O)c1ccc2c(c1)OCCO2
 : 3 | 1 | -8 | 6 | 0 | 11 | 0.7 | -4 | -4
Cn1ccnc1SCC(=O)Nc1ccc(SC(F)F)cc1
 : -7 | -9 | -11 | 5 | 11 | 23 | 0.7 | -8 | 9
CCOc1ccc(N2C(=O)CC(Cc3ccccc3OC)C2=O)cc1 (stereo unspecified)
 : 0 | -7 | -5 | 4 | -11 | 7 | 1.4 | -15 | 5
CCCCn1c(N)c(N(Cc2ccccc2)C(=O)COc2ccccc2F)c(=O)[nH]c1=O
 : -4 | 6 | 0 | -3 | -18 | 0 | -0.2 | · | 0
CCn1c(=O)c(=O)n(CC)c2cc(S(=O)(=O)Nc3ccc(C)cc3)ccc21
 : -3 | 6 | -2 | 4 | -43 | -17 | -0.2 | -3 | 2
CCCN1C(=O)COc2ccc(-c3n[nH]c(=O)c4ccccc34)cc21
 : -6 | -7 | 6 | 5 | -11 | 3 | 1.9 | -9 | 4
CC(=O)Nc1ccc(NC(=O)CSc2nc3ccccc3c(=O)n2CCCN2CCOCC2)cc1
 : -3 | -13 | -13 | 9 | -14 | -8 | 0.0 | -3 | 1
C[C@@H]1CN([C@@H](C)CO)S(=O)(=O)c2ccc(Br)cc2O[C@H]1CN(C)C(=O)Cc1cccnc1
 : -5 | -2 | -11 | 2 | 1 | 17 | 0.3 | · | 3
Cc1noc(C)c1S(=O)(=O)Nc1ccc2c(c1)C(=O)N([C@H](C)CO)C[C@H](C)[C@@H](CN(C)C(=O)Nc1ccc(C(F)(F)F)cc1)O2
 : -1 | -13 | -7 | 8 | 4 | 6 | 0.2 | -18 | 0
CCNc1nc(N2CCOCC2)nc(N(c2ccccc2)c2ccccc2)n1
 : -3 | 3 | -11 | 0 | 3 | 12 | -0.6 | -1 | 0
COc1ccccc1C(=O)C1CCCN(C(=O)CSc2ccccn2)C1 (stereo unspecified)
 : -7 | 14 | 20 | -6 | 1 | -10 | 0.3 | -6 | 1
COc1cccc(C(=O)Nc2ccc3c(c2)n(C)c(=O)n3C)c1
 : -4 | -7 | -14 | 2 | -16 | 13 | -0.1 | -8 | 1
CN1CCCC(C)(C(=O)Nc2ccc(-n3cccc3)cc2)C1 (stereo unspecified)
 : -8 | -15 | -17 | 5 | -14 | 19 | 1.1 | · | 2
N/N=C1\CCCc2c1[nH]c1ccc([N+](=O)[O-])cc21
 : -2 | -21 | -3 | 19 | -26 | 6 | -0.2 | -2 | 1
COc1ccc(/C=C2\SC(=S)N(CC(=O)OCC(=O)Nc3ccc([N+](=O)[O-])cc3OC)C2=O)cc1
 : -2 | -6 | 1 | 9 | -9 | 13 | 0.1 | · | 0
Cc1ccc(/C=N/NC(=O)c2nnn(-c3nonc3N)c2CSc2ccc(Cl)cc2)cc1
 : -2 | 3 | -7 | 4 | 3 | -4 | -0.2 | -4 | -1
O=C(NC1CCCCC1)c1ccc(S(=O)(=O)N2CCCC2)cc1
 : 2 | -11 | -22 | 16 | 5 | 17 | 0.8 | -5 | 0
Cc1cc(S(=O)(=O)N2CCC3(CC2)OCCO3)c(C)cc1Cl
 : -4 | -6 | -8 | 5 | -23 | 13 | 3.5 | -4 | 1
CCCCOc1ccc(C(=O)NCC(=O)NC2CCCCC2)cc1
 : -2 | -8 | -1 | 3 | -8 | 4 | -0.2 | -10 | 1
OCc1nc2ccccc2n1CC(O)Cn1ccc2ccccc21 (stereo unspecified)
 : -3 | -5 | 6 | -6 | 20 | -4 | 3.3 | 16 | 18
Cc1ccc2[nH]c(=O)c(CN(C)C(=O)c3cccs3)cc2c1
 : -5 | -7 | -4 | 6 | 13 | 17 | 5.6 | -11 | 2
CSCCC1COC(c2cccs2)=N1 (stereo unspecified)
 : -8 | 11 | -3 | -4 | -12 | 10 | -0.2 | 1 | 3
COc1ccc(OC)c2c(C)cc(NCCN3CCOCC3)nc12
 : -11 | -9 | -10 | 3 | -8 | -8 | 0.2 | -10 | -2
COc1cccc(C2CC(c3cccs3)Nc3ncnn32)c1 (stereo unspecified)
 : -1 | -1 | 0 | 12 | 8 | 2 | 0.8 | -12 | 3
CCCSc1nc2cc(C)c(C)cc2n1CC(C)O (stereo unspecified)
 : -10 | -10 | -5 | 13 | 6 | 24 | 0.8 | -7 | 4

# 3 compounds from above, ordered by their value in M1 antag, low to high.
Structure,M1 antag
O=C(NC1CCCCC1)c1ccc(S(=O)(=O)N2CCCC2)cc1,-11
Cc1ccc2[nH]c(=O)c(CN(C)C(=O)c3cccs3)cc2c1,-7
CSCCC1COC(c2cccs2)=N1 (stereo unspecified),11

# Following part
# Sequence of screens – M1 ag | M1 antag | CHO-K1 Ca antag | M1 PAM | TAAR1 antag | M1 PAM parental | M1 ag parental | CHO parental Ca | TAAR1 ag
CC(C)(C)n1nc2c(c1NC(=O)C1CC(=O)N(c3ccc(Cl)cc3)C1)CS(=O)(=O)C2 (stereo unspecified)
 : -2 | 8 | 0 | -2 | 33 | 11 | 1.6 | 3 | 5
Cc1ccc(S(=O)(=O)N2CCCC(C(=O)NCCc3ccc(S(N)(=O)=O)cc3)C2)cc1 (stereo unspecified)
 : -7 | -8 | -10 | 7 | -12 | 16 | -0.1 | -1 | -1
CCCCn1nnnc1C(c1cc2ccccc2o1)N1CCN(CC(=O)NC(C)C)CC1 (stereo unspecified)
 : · | · | -19 | · | -10 | 14 | 0.7 | · | 2
COc1ccc(C(=O)N(C)c2c(C)n(C)n(-c3ccccc3)c2=O)cc1OC
 : -2 | 2 | 17 | 6 | 3 | -11 | -0.1 | 1 | 3
O=C(Nc1cc(C(F)(F)F)ccc1N1CCOCC1)c1ccccc1
 : -3 | -7 | -11 | 4 | 4 | 24 | 1.6 | -18 | 11

# This is a random part of the collection; overall some 4.4% were active at least once.
